Assay outcomes deposited in PubChem BioAssay by several laboratories.
IDE act: IDE (human) activation, cell-based. P14735. HEK cells, FAbeta-B cleavage, fluorescence polarization; 0% vehicle, 100% cell-free pure enzyme wells. activation, % at 5.96 µM. hit rate 0.073% among 340,000;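 active = activation above the mean of all tested compounds plus 3 SD, set per screening campaign, cut at about 17% in these data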
Target sequence (P14735 whole entry, looked up): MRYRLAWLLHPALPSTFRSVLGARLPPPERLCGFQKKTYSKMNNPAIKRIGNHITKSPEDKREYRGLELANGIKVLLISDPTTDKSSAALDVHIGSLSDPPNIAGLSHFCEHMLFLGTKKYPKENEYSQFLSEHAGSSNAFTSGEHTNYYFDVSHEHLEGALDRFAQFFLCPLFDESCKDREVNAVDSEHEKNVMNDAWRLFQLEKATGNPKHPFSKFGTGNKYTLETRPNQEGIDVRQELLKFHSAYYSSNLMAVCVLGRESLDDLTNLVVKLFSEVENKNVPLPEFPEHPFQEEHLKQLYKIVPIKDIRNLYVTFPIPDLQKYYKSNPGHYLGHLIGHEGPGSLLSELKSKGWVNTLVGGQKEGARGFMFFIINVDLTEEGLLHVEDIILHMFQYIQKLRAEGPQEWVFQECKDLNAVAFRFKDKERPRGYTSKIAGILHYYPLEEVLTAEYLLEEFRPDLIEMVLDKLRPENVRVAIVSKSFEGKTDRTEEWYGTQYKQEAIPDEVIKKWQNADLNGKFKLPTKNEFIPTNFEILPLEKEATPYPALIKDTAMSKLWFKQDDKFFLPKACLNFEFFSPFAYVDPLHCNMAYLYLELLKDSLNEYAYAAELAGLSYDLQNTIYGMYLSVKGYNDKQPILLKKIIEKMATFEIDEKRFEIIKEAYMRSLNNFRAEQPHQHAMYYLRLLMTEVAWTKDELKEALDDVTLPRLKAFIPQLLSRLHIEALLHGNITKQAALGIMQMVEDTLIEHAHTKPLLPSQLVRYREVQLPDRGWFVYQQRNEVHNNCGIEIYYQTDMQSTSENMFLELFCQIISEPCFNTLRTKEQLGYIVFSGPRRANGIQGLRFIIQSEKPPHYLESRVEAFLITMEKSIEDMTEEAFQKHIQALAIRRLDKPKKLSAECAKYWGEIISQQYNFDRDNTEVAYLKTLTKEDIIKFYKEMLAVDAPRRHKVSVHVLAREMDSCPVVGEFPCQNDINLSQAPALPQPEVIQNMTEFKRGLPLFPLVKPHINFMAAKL
UBC9 SUMO inh: blocks human SUMOylation mediated by UBC9. P63279. HTRF SUMOylation assay, SAE1/SAE2 + UBC9, in vitro. inhibition, % at 35 µM. hit rate 0.36% among 290,000. AID 2006; in the data active = inhibition above about 50%, passing the limit was not always enough; also: strong numbers were not always called active
pCIP destab: p/CIP protein destabilization; Q05BA5; F442A p/CIP-EGFP cells, EGFP fluorescence, 16 h; decrease of EGFP signal, % at 10 µM; hit rate 0.01% among 290,000; AID 1984;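 active = EGFP signal decrease of at least 30% at 10 µM or well 3 SD below plate mean, unless failing retest; inactive = the rest, including hits failing retest or dose response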; also: some compounds called inactive have numbers as strong as hits; many of its hits are not listed in these tables
IDE inh: inhibits human insulin-degrading enzyme in HEK cells; inhibition, % at 5.59 µM; FAbetaB cleavage, fluorescence polarization; hit rate 0.41% among 320,000; P14735;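 active = percent inhibition above the average of all tested compounds plus 3 SD, set per screening campaign, cut at about 16% in these data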;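 also: IDE supplied by intact live HEK cells; FP after avidin binding of uncleaved biotin substrate so inhibition keeps polarization high; 0% = DMSO wells and 100% = 60 µM reference IDE inhibitor Ii1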
M18AAP inhibitor: blocks P. falciparum M18 aspartyl aminopeptidase; hit rate 1.2% among 290,000; AID 1822; inhibition, % at 7.35 µM; recombinant PfM18AAP, H-Glu-NHMec fluorogenic cleavage;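 active = inhibition above the campaign mean inhibition over all tested compounds plus 3 SD, cut at about 28% in these data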;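 also: 0% = plate median of test compound wells and 100% = 2 mM ZnCl2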
IMP-1 inh: inhibitors of Pseudomonas aeruginosa IMP-1 metallo-beta-lactamase; purified IMP-1, nitrocefin hydrolysis, epi-absorbance fluorescence; inhibition, % at 5.6 µM; hit rate 0.45% among 290,000; AID 1556;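 active = inhibition above the mean plus 3 SD of all compounds in the same screening run, cut at about 4.5% in these data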;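 also: 0% = IMP-1 with DMSO and 100% = DMSO wells lacking enzyme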
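System: Purified recombinant IMP-1 metallo-beta-lactamase enzyme | Measured by: Fluorescence quenching readout, ex 480/em 530 nm | Replication: Singlicate | Incubation: 15 min preincubation plus 25 min reaction at 25 °C | Evaluation: Percent inhibition from optical density relative to buffer-blank wells | Benchmarks: DMSO with and without IMP-1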
HCV NS3 hel inh: blocks Hepatitis C virus NS3 helicase unwinding | NS3 helicase DNA unwinding, Cy5 molecular beacon fluorescence | inhibition, % at 10.9 µM | hit rate 0.56% among 290,000;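 active = inhibition above the mean of all tested compounds plus 3 SD, set per campaign, cut at about 35% in these data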;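 also: 0% = DMSO wells and 100% = thioflavine S control wells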
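Measured by: Cy5 fluorescence, 0 and 60 min reads / Assay system: NS3 helicase fragment of HCV / Control set: low DMSO, high thioflavine S at 110 µM / Times: 1 h reaction at 25 °C, ATP-initiated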
FID counter: counter-screen for HCV NS3 helicase inhibitors: DNA intercalator displacement; DNA fluorescent intercalator displacement, fluorescence; inhibition, % at 7.9 µM; hit rate 0.17% among 290,000; AID 1845; in the data active = inhibition above about 37%;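 also: 0% = vehicle and 100% = reference compound; higher means more ethidium bromide displaced from hairpin DNA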
VIM-2 inh: inhibitors of Pseudomonas aeruginosa VIM-2 metallo-beta-lactamase. AID 1527. inhibition, % at 5.6 µM. purified VIM-2, nitrocefin hydrolysis, epi-absorbance fluorescence. hit rate 0.89% among 290,000;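 active = inhibition above the mean of all tested compounds plus 3 SD, cutoff set per screening run, cut at about 7.5% in these data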;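 also: red hydrolysis product quenches plate fluorescence so inhibitors raise well fluorescence; 0% = enzyme with DMSO and 100% = DMSO without enzyme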
Starred values were filed as active, the others as inactive.

Results for CCOC(=O)C1CCCN(S(=O)(=O)c2c(C)noc2C)C1 (configuration not stated) ?
IDE act: 4.2; UBC9 SUMO inh: 13.9; pCIP destab: 1.7; IDE inh: -8.2; M18AAP inhibitor: -4.9; IMP-1 inh: 0.0; HCV NS3 hel inh: 8.5; FID counter: -9.6; VIM-2 inh: 0.2

How did COCC1CCN(C(=O)C2CCC(=O)N(C3CCCCCC3)C2)CC1 (configuration not stated) do in these assays?
IDE act: 4.8; UBC9 SUMO inh: 2.0; pCIP destab: -3.3; M18AAP inhibitor: -1.9; IMP-1 inh: 0.2; HCV NS3 hel inh: 2.4; FID counter: -29.9; VIM-2 inh: -2.2

What do the screens show for `CCOC(=O)c1cnc2c(cnn2C)c1Oc1ccc(OC)cc1`?
IDE act: 0.9; UBC9 SUMO inh: 5.9; pCIP destab: -4.2; IDE inh: -1.8; M18AAP inhibitor: -1.4; IMP-1 inh: -2.3; HCV NS3 hel inh: 13.2; FID counter: -13.9; VIM-2 inh: -5.7

Results for COc1ccccc1NC(=S)NCc1ccc2c(c1)cc(C)n2C ?
IDE act: 7.7; UBC9 SUMO inh: -7.3; pCIP destab: -20.9; IDE inh: -5.5; M18AAP inhibitor: -0.2; IMP-1 inh: -2.6; HCV NS3 hel inh: -26.8; FID counter: 3.8; VIM-2 inh: -1.5

How did CN1C2=CC=CC=CC2=[N+](C)C12C=CC(=[N+]([O-])[O-])C=C2[N+](=O)[O-] (configuration not stated) do in these assays?
IDE act: -1.6; UBC9 SUMO inh: 16.7; pCIP destab: -1.5; IDE inh: 0.6; M18AAP inhibitor: 11.1; IMP-1 inh: -7.0; HCV NS3 hel inh: -2.9; FID counter: 1.7; VIM-2 inh: -2.3

What do the screens show for `CCOc1ccc(S(=O)(=O)N2CCC(C(=O)N3CCN(Cc4ccccc4)CC3)CC2)cc1`?
IDE act: -5.9; UBC9 SUMO inh: 1.8; pCIP destab: 0.3; IDE inh: -0.6; M18AAP inhibitor: 2.8; IMP-1 inh: -1.9; HCV NS3 hel inh: -17.6; FID counter: -26.9; VIM-2 inh: 0.6

What do the screens show for `N#CC1=C(S)N(c2ccc(F)cc2)C(c2ccco2)NC1=O` (configuration not stated)?
IDE act: -3.8; UBC9 SUMO inh: 6.7; pCIP destab: -3.0; IDE inh: -2.0; M18AAP inhibitor: 12.5; IMP-1 inh: -3.0; HCV NS3 hel inh: -8.4; FID counter: 0.3; VIM-2 inh: -3.9

Results for COCC(=O)N/N=C\c1ccccc1OC/C=C/c1ccccc1 ?
IDE act: -1.6; UBC9 SUMO inh: 2.9; pCIP destab: -7.9; IDE inh: -4.6; M18AAP inhibitor: -9.8; IMP-1 inh: -2.1; HCV NS3 hel inh: 1.8; FID counter: -44.2; VIM-2 inh: -0.3

What do the screens show for `COc1ccccc1OCC(=O)N/N=C/c1cccc2cccnc12`?
IDE act: 2.0; UBC9 SUMO inh: 2.6; pCIP destab: 1.1; IDE inh: -2.5; M18AAP inhibitor: 6.3; IMP-1 inh: -2.3; HCV NS3 hel inh: -8.0; FID counter: -27.5; VIM-2 inh: 0.5

How did COc1cc(C)ccc1OCCOc1cc(C)ccc1Cl do in these assays?
IDE act: 5.0; UBC9 SUMO inh: -2.1; pCIP destab: 12.5; IDE inh: 0.8; M18AAP inhibitor: -3.5; IMP-1 inh: -0.8; HCV NS3 hel inh: -6.2; FID counter: -9.3; VIM-2 inh: -2.2

What do the screens show for `CC1CCCN(C(=O)c2ccc3nc[nH]c3c2)C1` (configuration not stated)?
IDE act: -0.9; UBC9 SUMO inh: 17.7; pCIP destab: -8.5; IDE inh: 4.9; M18AAP inhibitor: -5.8; IMP-1 inh: -2.6; HCV NS3 hel inh: -1.6; FID counter: 0.1; VIM-2 inh: -0.2

How did Cn1cccc1C(=O)NC(=O)CSc1cccc[n+]1[O-] do in these assays?
IDE act: 5.1; UBC9 SUMO inh: 23.8; pCIP destab: 0.2; IDE inh: 1.8; M18AAP inhibitor: 5.6; IMP-1 inh: 0.2; HCV NS3 hel inh: 5.1; FID counter: 1.6; VIM-2 inh: 0.5

How did CC(=O)Oc1cccc(NC(=O)c2ccc3c(c2)C(=O)N(CC(C)C)C3=O)c1 do in these assays?
IDE act: -1.6; UBC9 SUMO inh: 22.9; pCIP destab: -17.6; IDE inh: -4.2; M18AAP inhibitor: -14.9; IMP-1 inh: -1.6; HCV NS3 hel inh: -2.3; FID counter: -18.9; VIM-2 inh: -1.6

How did CCOC(=O)CN1N=C(c2ccc(C)cc2)CCC1=O do in these assays?
IDE act: 2.5; UBC9 SUMO inh: 1.0; pCIP destab: -11.2; IDE inh: -0.8; M18AAP inhibitor: -4.4; IMP-1 inh: -1.1; HCV NS3 hel inh: -5.2; FID counter: -16.1; VIM-2 inh: -2.3

How did O=C1CC(c2ccccc2)CC2=C1CN(C1CCCCC1)CN2 (configuration not stated) do in these assays?
IDE act: -1.7; UBC9 SUMO inh: 22.1; pCIP destab: -6.4; IDE inh: 6.5; M18AAP inhibitor: 2.5; IMP-1 inh: -2.4; HCV NS3 hel inh: -4.7; FID counter: -0.2; VIM-2 inh: -0.5

How did CCN(CC)CCN(C(=O)CN1C(=O)CCC1=O)c1nc2cc3c(cc2s1)OCO3 do in these assays?
IDE act: -2.6; UBC9 SUMO inh: 12.6; pCIP destab: 4.9; IDE inh: -5.8; M18AAP inhibitor: 3.5; IMP-1 inh: -3.4; HCV NS3 hel inh: 3.0; FID counter: 4.0; VIM-2 inh: -2.8

How did CCn1nnnc1SCC(=O)Nc1ccc(N(C)C)cc1 do in these assays?
IDE act: -0.8; UBC9 SUMO inh: -0.7; pCIP destab: -3.1; IDE inh: 1.0; M18AAP inhibitor: 10.2; IMP-1 inh: -2.4; HCV NS3 hel inh: 2.4; FID counter: -4.2; VIM-2 inh: -1.7

How did O=C(CN1CCN(S(=O)(=O)c2ccccc2)CC1)Nc1ccc(Cl)c(Cl)c1 do in these assays?
IDE act: -0.2; UBC9 SUMO inh: -18.8; pCIP destab: 8.8; IDE inh: 3.1; M18AAP inhibitor: -13.3; IMP-1 inh: -2.0; HCV NS3 hel inh: 16.1; FID counter: -16.0; VIM-2 inh: -0.1

What do the screens show for `COCc1cc(=O)[nH]c(SCC(=O)c2ccccc2)n1`?
IDE act: -3.1; UBC9 SUMO inh: 3.0; pCIP destab: 5.2; IDE inh: 4.5; M18AAP inhibitor: -1.4; IMP-1 inh: 0.9; HCV NS3 hel inh: 5.7; FID counter: -10.4; VIM-2 inh: -0.1

Results for O=C(Nc1nc2ccccc2[nH]1)c1ccc([N+](=O)[O-])cc1 ?
IDE act: 3.7; UBC9 SUMO inh: 27.6; pCIP destab: 8.9; IDE inh: -0.7; M18AAP inhibitor: -1.6; IMP-1 inh: -2.2; HCV NS3 hel inh: 5.8; FID counter: -0.3; VIM-2 inh: -4.2

What do the screens show for `Cn1c(N2CCCC2)nc2c1c(=O)n(Cc1ccc(Cl)cc1)c(=O)n2C`?
IDE act: 6.0; UBC9 SUMO inh: 23.1; pCIP destab: -11.1; IDE inh: 4.3; M18AAP inhibitor: -1.2; IMP-1 inh: -0.4; HCV NS3 hel inh: -8.1; FID counter: -4.0; VIM-2 inh: 1.0

How did COc1cccc(CC(=O)OCC(=O)NC2CCCCCC2)c1 do in these assays?
IDE act: 3.8; UBC9 SUMO inh: 4.1; pCIP destab: -9.4; IDE inh: 1.8; M18AAP inhibitor: 4.5; IMP-1 inh: -3.0; HCV NS3 hel inh: 2.2; FID counter: -24.1; VIM-2 inh: -1.2

Results for O=C(O)C1CCCCC1C(=O)NCc1ccc(Cl)c(Cl)c1 (configuration not stated) ?
IDE act: 3.5; UBC9 SUMO inh: 8.0; pCIP destab: -15.4; IDE inh: 2.2; M18AAP inhibitor: -3.9; IMP-1 inh: -2.4; HCV NS3 hel inh: 4.3; FID counter: 2.8; VIM-2 inh: -0.3

What do the screens show for `O=C(OC(C(=O)NCc1ccco1)c1ccc(Cl)cc1)c1cccs1` (configuration not stated)?
IDE act: 0.8; UBC9 SUMO inh: 8.0; pCIP destab: -1.4; IDE inh: -0.4; M18AAP inhibitor: 1.4; IMP-1 inh: -3.2; HCV NS3 hel inh: 9.6; FID counter: -23.1; VIM-2 inh: -1.4

What do the screens show for `Cc1nn(C)c(Cl)c1CN1CCCC(C(=O)Nc2ccc(-c3cscn3)cc2)C1` (configuration not stated)?
IDE act: 4.6; UBC9 SUMO inh: 15.5; pCIP destab: -4.8; IDE inh: 2.8; M18AAP inhibitor: 2.3; IMP-1 inh: -2.4; HCV NS3 hel inh: -16.3; FID counter: 10.3; VIM-2 inh: -1.4

Results for O=C(NCc1ccco1)c1ccc2c(c1)N(Cc1ccccc1)CCS2 ?
IDE act: 6.5; UBC9 SUMO inh: 23.3; pCIP destab: -0.8; IDE inh: -2.5; M18AAP inhibitor: 3.1; IMP-1 inh: -1.3; HCV NS3 hel inh: -0.9; FID counter: -11.6; VIM-2 inh: -1.0

How did COc1ccc(NC(=O)c2sc3nc(N4CCOCC4)c4c(c3c2N)CC(C(C)C)OC4)c(OC)c1 (configuration not stated) do in these assays?
IDE act: 6.5; UBC9 SUMO inh: 8.0; pCIP destab: -10.8; IDE inh: 0.5; M18AAP inhibitor: 3.1; IMP-1 inh: -0.6; HCV NS3 hel inh: -8.1; FID counter: -13.9; VIM-2 inh: -7.9

How did COc1ccc(C(OCC(O)CNC(C)c2ccccc2)c2ccc(OC)cc2)cc1 (configuration not stated) do in these assays?
IDE act: 7.3; UBC9 SUMO inh: -13.3; pCIP destab: 5.9; IDE inh: 4.6; M18AAP inhibitor: 3.0; IMP-1 inh: -2.1; HCV NS3 hel inh: -54.2; FID counter: 25.2; VIM-2 inh: -0.8

Results for O=C(CN1CCCC1)NC1C2CC3CC(C2)CC1C3 (configuration not stated) ?
IDE act: 0.8; UBC9 SUMO inh: 18.4; pCIP destab: -8.0; IDE inh: 3.4; M18AAP inhibitor: -2.9; IMP-1 inh: 0.7; HCV NS3 hel inh: 3.8; FID counter: 6.5; VIM-2 inh: -2.1

How did CC(C)Cc1[nH]c(=O)c(C#N)c2c1CCCC2 do in these assays?
IDE act: 5.5; UBC9 SUMO inh: 18.2; pCIP destab: -4.5; IDE inh: 1.8; M18AAP inhibitor: 3.5; IMP-1 inh: -0.1; HCV NS3 hel inh: 1.5; FID counter: -6.0; VIM-2 inh: -1.9

Results for COc1ccc(CNC(=O)C(c2ccc(O)cc2)N(Cc2ccco2)C(=O)c2snc(C(N)=O)c2N)cc1 (configuration not stated) ?
IDE act: -2.8; UBC9 SUMO inh: -11.2; pCIP destab: -5.2; IDE inh: 6.2; M18AAP inhibitor: 9.2; IMP-1 inh: -4.1; HCV NS3 hel inh: 5.5; FID counter: -26.1; VIM-2 inh: -3.4

How did COc1ccc(CN2CCNC(=O)C2CC(=O)N2CCCO2)c(OC)c1 (configuration not stated) do in these assays?
IDE act: -2.7; UBC9 SUMO inh: 2.5; pCIP destab: -1.1; IDE inh: -1.4; M18AAP inhibitor: -13.3; IMP-1 inh: -1.4; HCV NS3 hel inh: -3.7; FID counter: -6.4; VIM-2 inh: 1.1
